# Bioassay records (PubChem BioAssay)
# ANO1 block: TMEM16A chloride channel inhibitors, primary screen, cell-based, HTS | normalized B-score (activity score, 25-100; higher = stronger inhibition) at 10 µM | 310,000 tested, 1.2% active | HEK293 TMEM16A/YFP iodide influx fluorescence, ionomycin | Anoctamin-1 (Mus musculus), Q8BHY3;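 active means ratio plate-corrected score three or more library SD toward inhibition, starting fluorescence score within five deviations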;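 further: score derived from kinetic fluorescence span divided by baseline fluorescence per well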
# KCNK9 inh: KCNK9 potassium channel inhibitors, primary screen, HEK293 cells, thallium flux; FluxOR thallium flux fluorescence; hits give low values; B-score at 10 µM; 310,000 tested, 1.2% active; AID 488922, 2010;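 active means ratio B-score over 3 SD below the library mean, with starting fluorescence within 5 SD of its mean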;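 further: negative B-score means less thallium flux so channel inhibition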
# Target sequence (Q9NPC2 whole entry, looked up): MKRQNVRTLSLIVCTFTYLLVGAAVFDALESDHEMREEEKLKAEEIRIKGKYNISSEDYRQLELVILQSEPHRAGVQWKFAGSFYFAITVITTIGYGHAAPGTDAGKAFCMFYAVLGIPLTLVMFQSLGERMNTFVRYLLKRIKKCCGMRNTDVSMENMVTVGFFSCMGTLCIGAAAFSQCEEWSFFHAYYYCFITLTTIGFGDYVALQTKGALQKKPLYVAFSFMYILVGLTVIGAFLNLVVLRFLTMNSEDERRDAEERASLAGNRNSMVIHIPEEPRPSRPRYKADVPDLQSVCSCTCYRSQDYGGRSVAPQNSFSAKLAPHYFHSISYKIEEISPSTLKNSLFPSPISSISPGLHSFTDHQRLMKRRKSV
# hERG rescue: hERG rescue from dofetilide block, primary screen, cell-based, CHO-hERG, FluxOR thallium flux, dofetilide IC70. AID 1511, 2009. 310,000 tested, 0.51% active. activation (rescue from dofetilide block), less the hit threshold, % at 10 µM. Voltage-gated inwardly rectifying potassium channel KCNH2 (Homo sapiens), Q12809. dofetilide IC70 present;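 active means activation above the mean of controls blocked by dofetilide plus 5 SD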;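 further: thallium influx through hERG after potassium depolarization seen as dye fluorescence rise; in these data hits start at about 4.7%; inactives centre near -7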
# KCNQ1 pot: potentiators or activators of KCNQ1 channel, primary screen, cell-based, thallium flux, high-throughput | B-score at 10 µM | 310,000 tested, 0.35% active | CHO-K1 KCNQ1, thallium flux FluxOR fluorescence; hits give high values;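 active means fluorescence ratio B-score, a plate-corrected score, at least three library SD, with initial intensity B-score within 5 SD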
#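 Doses: Single concentration per compound, DMSO matched to controls | Test system: KCNQ1-transfected CHO-K1 cells | Timing: 90 min dye loading and 20 min compound exposure, both at room temperature | Measured by: Kinetic FluxOR thallium fluorescence, 10-s 1-Hz baseline, 110-s post-stimulus read | Medium: Assay buffer with matched DMSO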
# RGS4 act: RGS4 potentiators or activators, primary screen, cell-based, HEK293 M3R inducible RGS4, calcium flux; carbachol calcium flux Fluo4; hits give low values; B-score at 10 µM; 310,000 tested, 0.92% active;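 active means B-score of the integrated calcium signal more than 4 SD below the library mean, with starting fluorescence not abnormally high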;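 further: negative B-score means reduced calcium response which marks RGS4 activation or potentiation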
#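 Assay system: Inducible-RGS4 HEK293 cells carrying M3 receptor | Schedule: Compound preincubation 20 min at room temperature before agonist | Signal: Kinetic calcium fluorescence imaging with Fluo4-AM dye, 2 µM | Read-out basis: B score from integrated fluorescence ratio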
# MrgX1 PAM: positive allosteric modulators of MrgX1, primary screen, HEK293 cells, Fluo-4 calcium flux. 310,000 tested, 0.63% active. B-score at 10 µM. AID 588675, 2011. Mas-related G-protein coupled receptor member X1 (Homo sapiens), Q96LB2. FDSS; hits give high values;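 active means plate-corrected calcium response at least 3 library SD above typical, normal starting fluorescence, not activating the receptor alone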;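 further: compound read alongside a low EC10 to EC30 dose of BAM8-22 agonist; peak minus trough fluorescence over baseline measured at the second addition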
# Target sequence (Q96LB2 whole entry, looked up): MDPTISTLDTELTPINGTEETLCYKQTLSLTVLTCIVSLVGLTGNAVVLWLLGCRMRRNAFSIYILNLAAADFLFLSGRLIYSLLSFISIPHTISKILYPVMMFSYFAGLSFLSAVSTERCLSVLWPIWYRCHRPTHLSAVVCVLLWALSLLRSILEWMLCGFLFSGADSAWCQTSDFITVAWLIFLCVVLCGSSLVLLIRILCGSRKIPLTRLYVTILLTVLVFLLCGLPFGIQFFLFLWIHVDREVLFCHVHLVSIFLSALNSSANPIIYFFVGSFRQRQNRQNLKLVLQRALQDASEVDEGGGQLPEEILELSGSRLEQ
# KCNK3 inh: human KCNK3 channel inhibitors, primary screen, CHO cells, FluxOR thallium flux, B-score; B-score at 10 µM; AID 602410, 2012; Potassium channel subfamily K member 3 (Homo sapiens), O14649; FluxOR fluorescence; hits give low values; 340,000 tested, 0.84% active;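 active means B-score under library mean minus 4 SD, starting fluorescence ratio at most library mean plus 5 SD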;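 further: more negative B-score means stronger inhibition of thallium flux through KCNK3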
# Target sequence (O14649 whole entry, looked up): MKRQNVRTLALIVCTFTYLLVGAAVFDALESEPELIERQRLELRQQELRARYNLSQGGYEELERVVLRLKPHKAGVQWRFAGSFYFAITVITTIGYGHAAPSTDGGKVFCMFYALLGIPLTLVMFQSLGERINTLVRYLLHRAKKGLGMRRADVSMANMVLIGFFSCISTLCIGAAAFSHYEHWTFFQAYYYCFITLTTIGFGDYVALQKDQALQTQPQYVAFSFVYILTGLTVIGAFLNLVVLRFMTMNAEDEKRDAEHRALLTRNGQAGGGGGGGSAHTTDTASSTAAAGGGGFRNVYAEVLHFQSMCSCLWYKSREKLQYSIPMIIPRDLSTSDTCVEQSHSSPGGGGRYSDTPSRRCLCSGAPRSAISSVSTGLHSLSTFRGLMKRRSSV
# TMEM16A act: TMEM16A chloride channel activators or potentiators, primary screen, cell-based, HTS; HEK293 TMEM16A/YFP-H148Q/I152L, iodide quench fluorescence; hits give low values; B-score at 10 µM; 340,000 tested, 0.3% active;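 active means fluorescence-ratio B-score plate-corrected deviation score at least 3 library SD below zero, with starting fluorescence score within 5 deviations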;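 further: channel opened by trigger with iodide after compound preincubation; score built on the fluorescence ratio of max minus min over baseline; more negative score means more quench and so TMEM16A activation or potentiation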
# MrgX1 ag: agonists of human MrgX1 receptor, primary screen, HEK293 cells, Fluo-4 calcium flux; Mas-related G-protein coupled receptor member X1 (Homo sapiens), Q96LB2; Fluo-4 calcium fluorescence, agonist mode; hits give high values; B-score at 10 µM; 310,000 tested, 0.44% active; AID 588627, 2011;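 active means calcium response B-score plate-corrected fluorescence ratio at least 3 library SD, with starting fluorescence B-score inside 5 SD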
#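 Assay system: MrgX1-expressing HEK293 cells / Amount: fifteen thousand cells per well / Doses: test compound in the initial addition of three / Timing: cells plated overnight, dye loaded 0.5 h 37 °C, 0.5 h room temperature / Technique: kinetic calcium dye fluorescence, Fluo-4 NW / Control set: positive and negative controls per plate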
# KCNQ1 block: inhibitors of human KCNQ1 channel, primary screen, cell-based, thallium flux, high-throughput | CHO-K1 KCNQ1, FluxOR thallium flux fluorescence; hits give high values | 310,000 tested, 1.3% active | B-score at 10 µM | Potassium voltage-gated channel subfamily KQT member 1 (Homo sapiens), P51787;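 active means compounds whose thallium flux B-score, printed positive for inhibition, exceeds three library SD while starting fluorescence stays within three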;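 further: channel opened by potassium depolarization with thallium stimulus after 20 min compound exposure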
# RGS4 inh: RGS4 inhibitors, primary screen, cell-based, HEK293 M3R inducible RGS4, calcium flux. 310,000 tested, 0.45% active. Regulator of G-protein signaling 4 (Homo sapiens), P49798. Fluo-4 calcium flux; hits give high values; triggered by carbachol at its EC20. B-score at 10 µM. AID 463165, 2010;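 active means B-score, a plate-corrected calcium signal, over three deviations above library mean, with baseline fluorescence within five deviations of library mean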;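 further: RGS4 expression induced by doxycycline in cells with stable M3 receptor; B-score is computed from the integrated fluorescence ratio over baseline after carbachol; higher B-score means a larger calcium signal and so more RGS4 inhibition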
# The depositor's hits bear a star; i = inactive; / = no result given.
entry | Molecule | ANO1 block | KCNK9 inh | hERG rescue | KCNQ1 pot | RGS4 act | MrgX1 PAM | KCNK3 inh | TMEM16A act | MrgX1 ag | KCNQ1 block | RGS4 inh
1 | COc1cc(-c2nc3ccccn3c2/N=C/c2ccccc2)ccc1O | i | i | -9.3 | i | i | i | i | i | i | i | i
2 | CN(Cc1ccccc1)C(=O)COc1cccnc1[N+](=O)[O-] | i | i | -0.6 | i | i | i | i | i | i | i | i
3 | CNC(=O)[C@@]1(Cc2ccccc2)C=C[C@@H](C)N1C(=O)OC | i | i | -5.1 | i | i | i | i | i | i | i | i
4 | COc1ccc2c(c1)nc(NCCO)n2C | i | i | -10.8 | i | i | i | i | i | i | i | i
5 | Cn1c(=O)c2cc(S(=O)(=O)NC(C(=O)N3CCCCCC3)c3ccccc3)ccc2n(C)c1=O (stereo not drawn) | i | / | / | / | / | i | i | i | i | / | /
6 | COCCn1c(SCC(=O)N2CCCC2=O)nc2sc(C)c(C)c2c1=O | i | i | -12.2 | i | i | i | i | i | i | i | i
7 | O=C(Nc1ccc(Cl)cc1)c1ccc(CN2CCc3ccccc3C2)cc1 | i | i | -4.6 | i | i | i | i | i | i | i | i
8 | COc1ccc(-n2nc([N+](=O)[O-])c(=NCCc3ccc(C)cc3)n2O)cc1 | i | i | -13.2 | i | i | i | i | i | i | i | i
9 | O=C(/C=C\c1cn(-c2ccccc2)nc1-c1cccs1)N1CCOCC1 | i | i | -13.5 | i | i | i | i | i | i | i | i
10 | Cn1cc(SCC(=O)N2CCN(c3ccccc3)CC2)c2ccccc21 | i | i | -11.8 | i | i | i | i | i | i | i | i
11 | O=S(=O)(c1ccc(Cl)cc1)N1CCC(N2CCOCC2)CC1 | i | i | -8.7 | i | i | i | i | i | i | i | i
12 | CC(NC(=O)c1ccc(NC(=O)CC2SC(N3CCCC3)=NC2=O)cc1)c1ccc(S(N)(=O)=O)cc1 (stereo not drawn) | i | i | -13.6 | i | i | i | i | i | i | i | i
13 | Cc1nc2ccccc2n2c(O)c(CC(=O)O)cc12 | i | i | -26.2 | i | i | i | i | i | i | i | i
14 | CCn1c(SCCOc2ccc(OC)cc2)nnc1C(CO)NC(=O)c1ccc(OC)cc1 (stereo not drawn) | i | i | -3.0 | i | i | i | i | i | i | i | i
15 | Cc1ccc(N(C(=O)c2nsc(Cl)c2Cl)C(C(=O)NC2CCCC2)c2ccc(O)cc2)cc1C (stereo not drawn) | i | i | -11.6 | i | i | i | i | i | i | i | i
16 | O=c1ccc2c(-c3ccccc3)c3ccc(O)cc3oc-2c1 | i | i | -50.5 | i | i | i | i | i | i | 24* | i
17 | COc1cccc(CC(C(=O)Nc2cc(C)ccc2C)c2nn[nH]n2)c1OC (stereo not drawn) | i | i | -5.6 | i | i | i | i | i | i | i | i
18 | COC(=O)CCN(C1CCCCC1)S(=O)(=O)c1ccc(S(=O)(=O)N2CCCCC2)cc1 | i | i | -1.9 | i | i | i | i | i | i | i | i
19 | Cc1noc(C)c1NC(=O)N1CCN(Cc2ccccc2)CC1 | i | i | -12.8 | i | i | i | i | i | i | i | i
20 | CN(Cc1nc(-c2cccs2)no1)CC(O)c1ccccc1 (stereo not drawn) | i | i | -11.4 | i | i | i | i | i | i | i | i
21 | O=C1c2ccccc2C(=O)N1CCCCn1c(=O)oc2ccccc21 | i | i | -5.7 | i | i | i | i | i | i | i | i
22 | CCC[C@H](CN[C@@H](CNC)[C@H](C)O)NCCc1ccc(OC)cc1 | i | i | -9.6 | i | i | i | i | i | i | i | i
23 | Cc1[nH]c2ccc(-c3nnc(SCC(=O)c4ccc(F)cc4)o3)cc2c1C | i | i | -5.2 | i | i | i | i | i | i | i | i
24 | CN(CCOc1ccccc1)CC(=O)Nc1ccc(S(=O)(=O)N2CCCC2)cc1 | i | i | -9.3 | i | i | i | i | i | i | i | i
25 | CCC(C)N1C(=O)CCC1C(=O)N1CCN(c2ccc(F)cc2)CC1 (stereo not drawn) | i | i | -8.6 | i | i | i | i | i | i | i | i
26 | CC(=O)N1CCN(c2cc(N3CCCC3)c(F)cc2[N+](=O)[O-])CC1 | i | i | -9.0 | i | i | i | i | i | i | i | i
27 | CCOc1ccc(C2=C/C(=C/c3cccnc3)C(=O)O2)cc1 | i | i | -15.1 | i | i | 27.6* | i | i | i | i | i
28 | CC1=C(C(=O)N(C)C)C(c2ccc(Cl)c(Cl)c2)NC(=O)N1 (stereo not drawn) | i | i | -7.4 | i | i | i | i | i | i | i | i
29 | CC(=O)c1cc(C#N)c(SCCC(C)C)nc1C | i | i | -4.8 | i | i | i | i | i | i | i | i
30 | CN(C)C(=O)COC(=O)c1cc(Cl)cc(Cl)c1N | i | i | -9.9 | i | i | i | i | i | i | i | i
31 | O=[N+]([O-])c1cc(Cl)ccc1Sc1cccc2cccnc12 | i | i | -6.5 | i | i | i | i | i | i | i | i
32 | CCn1c(SCc2ccccc2F)nnc1-c1ccncc1 | i | i | -7.3 | i | i | i | i | i | i | i | i
33 | COc1cccc(NC(=O)C(Cc2ccccc2)NC(=O)C2CCC(C)CC2)c1 (stereo not drawn) | i | i | -11.3 | i | i | i | i | i | i | i | i
34 | O=C(COc1ccc(Cl)cc1)NCc1ccccc1 | i | i | -1.4 | i | i | i | i | i | i | i | i
35 | COCCNC(=S)NC(=O)CC12CC3CC(CC(C3)C1)C2 | i | i | -3.4 | i | i | i | i | i | i | i | i
36 | O=C(CSc1nc2c(c(=O)n1-c1ccc(Cl)cc1)SCC2)NCc1ccco1 | i | i | -13.7 | i | i | i | i | i | i | i | i
37 | Cn1c(/C=C/c2ccc(Cl)cc2)nc2ccccc2c1=O | i | i | -5.2 | i | i | i | i | i | i | i | i
38 | COc1ccc(NC(=O)CSc2ccc(-c3ccccn3)nn2)cc1OC | i | i | -5.8 | i | i | i | i | i | i | i | i
39 | Clc1ccc(-c2nnc(SCc3ccon3)o2)c(Cl)c1 | i | i | -3.0 | i | i | i | i | i | i | i | i
40 | CCOc1ccc2ccccc2c1CNc1nnnn1C | i | i | -5.9 | i | i | i | i | i | i | i | i
41 | COc1nc(NCc2cccnc2)nc(NC2CCCCC2)n1 | i | i | -7.6 | i | i | i | i | i | i | i | i
42 | O=C(N/N=C/c1ccccn1)c1ccc(S(=O)(=O)N2CCCCCC2)cc1 | i | i | -12.7 | i | i | i | i | i | i | i | i
43 | Cc1ccc(CCNS(=O)(=O)c2ccc3c(c2)C(C)(C)C(=O)N3C)cc1 | i | i | -3.5 | i | i | i | i | i | i | i | i
44 | COc1cc(SC#N)ccc1N=Cc1c(C)[nH]n(-c2ccc(C)c(C)c2)c1=O | i | i | -4.3 | i | i | i | i | -12.5* | i | i | i
45 | COc1cc(/C=C/C(=O)OCC(=O)NCc2cccs2)ccc1OC(F)F | i | i | -3.7 | i | i | i | i | i | i | i | i
46 | COc1cc(OC)c2ccc(=O)oc2c1C(CC(=O)N1CCCC1)c1ccc(N(C)C)cc1 (stereo not drawn) | i | i | -6.9 | i | i | i | i | i | i | i | i
47 | O=C1CSC(c2ccccc2)N1CC12CC3CC(CC(O)(C3)C1)C2 (stereo not drawn) | i | i | -1.2 | i | i | i | i | i | i | i | i
48 | Cc1cc(NC(=O)NCC(F)(F)F)no1 | i | i | -3.3 | i | i | i | i | i | i | i | i
49 | CC1CCN(C(=S)c2ccc(-c3ccc(Cl)cc3Cl)o2)CC1 | i | i | -2.0 | i | i | i | i | i | i | i | i
50 | CC(=O)NS(=O)(=O)c1ccc(NC(=O)c2ccc3c(c2)OCO3)cc1 | / | i | -2.4 | i | i | / | i | i | / | i | i
51 | O=C(NCc1ccccc1)C1=C[C@H](c2ccc(C(F)(F)F)cc2)C[C@H](OCCCCO)O1 | i | i | -9.2 | i | i | i | i | i | i | i | i
52 | O=C(COCC(=O)Nc1cccc(C(F)(F)F)c1)Nc1cccc(C(F)(F)F)c1 | i | i | -12.5 | i | i | i | i | i | i | i | i
53 | Cn1c2c(c(=O)n(C)c1=O)C(NC(=O)c1cccs1)(C(F)(F)F)C(=O)N2 (stereo not drawn) | i | / | / | / | / | i | i | i | i | / | /
54 | CCOC(=O)Cc1nnc(NC(=O)C(CC)Sc2nc(C)cc(=O)[nH]2)s1 (stereo not drawn) | i | i | -12.1 | i | i | i | i | i | i | i | i
55 | O=C(NC(N1CCOCC1)C(Cl)(Cl)Cl)c1ccco1 (stereo not drawn) | i | i | -16.7 | i | i | i | i | i | i | i | i
56 | COc1ccc(N(C(C)=O)c2nc3ccccc3[nH]2)cc1 | i | i | 1.3 | i | i | i | i | i | i | i | i
57 | Cc1[nH]c2ccccc2c1-c1csc(NC(=O)CSCCO)n1 | i | i | 0.2 | i | i | i | i | i | i | i | i
58 | CCN(CC)C(=O)C[n+]1cccc(/C=N/O)c1 | i | i | -2.2 | i | i | i | i | i | i | i | i
59 | COc1cc(C(=O)OCC(=O)Nc2ccc(F)cc2F)cc(OC)c1OC | i | i | -7.6 | i | i | i | i | i | i | i | i
60 | COCCNC(=O)c1cc(S(=O)(=O)N(C)c2ccccc2OC)ccc1C | i | i | -12.7 | i | i | i | i | i | i | i | i
61 | Cc1ccc(N(CC(=O)Nc2c(C)cccc2C)S(C)(=O)=O)cc1 | i | i | -4.3 | i | i | i | i | i | i | i | i
62 | CCC(C)NC(=O)c1cc(-c2ccc(OC)cc2)on1 (stereo not drawn) | i | i | -9.5 | i | i | i | i | i | i | i | i
